MT1-MMP act inh = blockers of MT1-MMP proenzyme processing, primary screen, HT1080 RFP-PRO-GFP cells, GFP/RFP fluorescence | Matrix metalloproteinase-14 (Homo sapiens), P50281 | GFP/RFP ratio fluorescence, overnight; percent of plate control window, DMSO zero | GFP/RFP ratio change, % at 20 µM | hit rate 0.061% among 360,000 | AID 651647, 2012;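 active means GFP/RFP ratio change of at least 30% with cell ATP level not reduced by more than half and red fluorescence within 50% of control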; further: strong numbers were not always called active
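Test system: HT1080 cells expressing an RFP-PRO-GFP fluorescent reporter construct / Compound dosing: single-point 20 µM compound, 1% DMSO / Schedule: cells overnight before dosing, compound overnight, 37 °C, 5% CO2 / Evaluation: GFP/RFP fluorescence ratio / Control set: DMSO and RFP-L50D-GFP cell wells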
CSN inh = inhibitors of CSN-mediated cullin deneddylation, primary screen, biochemical, fluorescence polarization, uHTS. Purified CSN, SCF-Nedd8-OG deneddylation. inhibition, % at 12.5 µM. hit rate 0.38% among 360,000;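 active means pattern-corrected inhibition above about 35%, with an unprinted fluorescence ratio check between 0.5 and 1.5, limit read from the data, passing the limit was not always enough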;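 further: 0% = enzyme with substrate and 100% = substrate without enzyme; some results filed as inactive read as strong as hits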
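Test system: purified human Csn5 enzyme expressed in HEK293T cells. Amount: 0.24 nM enzyme. Reagent: SCFSkp2-Nedd8OG substrate at 10 nM final. Schedule: 90 min incubation of compound, enzyme and substrate at room temperature. Detection: fluorescence polarization. Read-out: % inhibition of substrate cleavage by Csn5.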
Rpn11 block = Rpn11 (PSMD14) deubiquitinase inhibitors, primary screen, biochemical, fluorescence polarization, uHTS. hit rate 0.59% among 360,000. 26S proteasome non-ATPase regulatory subunit 14 (Homo sapiens), O00487. human 26S proteasome, Ub4-pepOG fluorescence polarization; 20S core pre-blocked with epoxomicin. calls only at 20 µM. AID 588493, 2011;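 active means inhibition at 20 µM, scaled to each plate's controls, above about 33%, limit read from the data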
NadD inh = inhibitors of S. aureus NadD, primary screen, biochemical, colorimetric, uHTS. purified NadD enzyme, colorimetric absorbance read-out. inhibition, % at 20 µM. hit rate 0.78% among 360,000; in the data active means inhibition above about 26%; further: some compounds past the cut are filed as inactive
PABP1 MLLE inh = inhibitors of PABP1 MLLE–PAM2 peptide binding, primary screen, biochemical, fluorescence polarization, FITC-PAM2, GST-MLLE | Polyadenylate-binding protein 1 (Homo sapiens), P11940 | inhibition, % at 20 µM | hit rate 0.36% among 360,000 | AID 588489, 2011; in the data active means inhibition above about 35%, passing the limit was not always enough;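 further: plate controls were DMSO wells with GST-MLLE for no effect and wells lacking GST-MLLE protein for full effect; some results filed as inactive read as strong as hits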
SKN-1 inh = suppressors of acrylamide-induced Pgst-4::GFP reporter in worms, primary screen, SKN-1 inhibitor project, whole organism, uHTS, GFP/RFP fluorescence ratio, strain VP596. C. elegans VP596 Pgst-4::GFP/RFP ratio, 24 h. inhibition, % at 21.8 µM. hit rate 0.49% among 360,000;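 active means interference check ratio from 0.5 to 1.5 plus GFP to RFP signal ratio inhibition reaching or exceeding a fixed threshold, cut at about 30% in these data, passing the limit was not always enough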; further: some compounds called inactive have numbers as strong as hits
FAS TE block = FAS thioesterase domain inhibitors, primary screen, biochemical, fluorescence intensity, uHTS; Fatty acid synthase (Homo sapiens), P49327; recombinant FAS-TE, OMFH fluorogenic substrate, fluorescence endpoint; inhibition, % at 15 µM; hit rate 0.67% among 360,000; AID 602261, 2012;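 active means compounds whose normalised, plate-corrected inhibition of enzyme fluorescence in the single-dose primary screen is 50% or more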;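 further: 0% = DMSO with enzyme and 100% = substrate without enzyme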
Neddyl block = inhibitors of cullin neddylation, primary screen, biochemical, TR-FRET, uHTS, NAE and Ubc12 | NEDD8-conjugating enzyme Ubc12 (Homo sapiens) + NEDD8-activating enzyme E1 regulatory … | calls only at 25 µM | hit rate 0.58% among 360,000; in the data active means inhibition above about 36%
Rin1-Abl PPI inh = inhibitors of Rin1-Abl protein binding, primary screen, biochemical, TR-FRET; inhibition, % at 7.35 µM; hit rate 0.4% among 360,000; AID 588664, 2011; in the data active means inhibition above about 5%, passing the limit was not always enough
The depositor's hits bear a star.

What do the screens show for `Cc1ccccc1[N+](=O)[O-]`?
MT1-MMP act inh: -3; CSN inh: 4; Rpn11 block: inactive; NadD inh: 2; PABP1 MLLE inh: 0; SKN-1 inh: -1; FAS TE block: 0; Neddyl block: inactive; Rin1-Abl PPI inh: -3

How did CC(=NCc1cccnc1)c1c(O)n(-c2ccccc2)c(=O)[nH]c1=O do in these assays?
MT1-MMP act inh: 1; CSN inh: 1; Rpn11 block: inactive; NadD inh: -5; PABP1 MLLE inh: -10; SKN-1 inh: 13; FAS TE block: -9; Neddyl block: inactive; Rin1-Abl PPI inh: 1

Results for O=C(O)CSC(=S)N1CC2CC(C1)c1cccc(=O)n1C2 (centres undefined) ?
MT1-MMP act inh: -6; CSN inh: -2; Rpn11 block: inactive; NadD inh: -2; PABP1 MLLE inh: -2; SKN-1 inh: 14; FAS TE block: -14; Neddyl block: inactive; Rin1-Abl PPI inh: 3

How did COC(=O)C1=C(c2cc3ccccc3s2)C[C@@H]2CC[C@H]1N2C(=O)NCCCOC(C)C do in these assays?
MT1-MMP act inh: -3; CSN inh: -3; Rpn11 block: inactive; NadD inh: 1; PABP1 MLLE inh: 1; SKN-1 inh: 9; FAS TE block: -2; Neddyl block: inactive; Rin1-Abl PPI inh: -2

How did CCCCOP(=O)(OCCCC)/C(C#N)=C(/C)O do in these assays?
MT1-MMP act inh: 3; CSN inh: -3; Rpn11 block: inactive; NadD inh: -3; PABP1 MLLE inh: 3; SKN-1 inh: -24; FAS TE block: -9; Neddyl block: inactive; Rin1-Abl PPI inh: 0

What do the screens show for `CC1OC(OC2C=C3CCC4C(CCC5(C)C(c6ccc(=O)oc6)CCC45O)C3(C)CC2)C(O)C(OC2OC(CO)C(O)C(O)C2O)C1O` (centres undefined)?
MT1-MMP act inh: -33; CSN inh: 2; Rpn11 block: inactive; NadD inh: 1; PABP1 MLLE inh: 9; SKN-1 inh: 6; FAS TE block: -4; Neddyl block: inactive; Rin1-Abl PPI inh: 1

What do the screens show for `NC(=O)OCCSc1nnc(-c2cccc(C(N)=S)c2)o1`?
MT1-MMP act inh: 6; CSN inh: -3; Rpn11 block: inactive; NadD inh: -1; PABP1 MLLE inh: 41*; SKN-1 inh: -8; FAS TE block: -8; Neddyl block: inactive; Rin1-Abl PPI inh: 0

How did CCCCn1c(O)c(C(CC)=NCc2ccc3c(c2)OCO3)c(=O)[nH]c1=O do in these assays?
MT1-MMP act inh: -3; CSN inh: -1; Rpn11 block: inactive; NadD inh: -3; PABP1 MLLE inh: -2; SKN-1 inh: 3; FAS TE block: 14; Neddyl block: inactive; Rin1-Abl PPI inh: -1

How did CCC(=O)N1CCN(CCN=Cc2c(O)n(C)c(=O)n(C)c2=O)CC1 do in these assays?
MT1-MMP act inh: -6; CSN inh: 4; Rpn11 block: inactive; NadD inh: -2; PABP1 MLLE inh: 14; SKN-1 inh: -11; FAS TE block: -7; Neddyl block: inactive; Rin1-Abl PPI inh: -3

Results for CCc1ccc(CN2CCN(Cc3ccc(SC)cc3)CC2)cc1 ?
MT1-MMP act inh: -1; CSN inh: 0; Rpn11 block: inactive; NadD inh: -7; PABP1 MLLE inh: -7; SKN-1 inh: -10; FAS TE block: 10; Neddyl block: inactive; Rin1-Abl PPI inh: 1

Results for NP(=O)(Oc1ccccc1)c1ccccc1 (centres undefined) ?
MT1-MMP act inh: 0; CSN inh: -2; Rpn11 block: inactive; NadD inh: 3; PABP1 MLLE inh: 18; SKN-1 inh: -2; FAS TE block: -8; Neddyl block: inactive; Rin1-Abl PPI inh: 3

Results for CNC(=S)N(C)CCc1cc2c(c(OC)c1C=C1C(=O)NC(=O)NC1=O)OCO2 ?
MT1-MMP act inh: -4; CSN inh: -4; Rpn11 block: inactive; NadD inh: 1; PABP1 MLLE inh: 25; SKN-1 inh: 18; FAS TE block: -3; Neddyl block: inactive; Rin1-Abl PPI inh: -1

How did O=C(Nc1ccccc1)c1cccn(Cc2ccccc2)c1=O do in these assays?
MT1-MMP act inh: -10; CSN inh: -4; Rpn11 block: inactive; NadD inh: -7; PABP1 MLLE inh: 3; SKN-1 inh: 10; FAS TE block: 12; Neddyl block: inactive; Rin1-Abl PPI inh: 3

What do the screens show for `Cn1nc(-c2ccc(OCC(=O)N3CCN(Cc4ccccc4)CC3)cc2)c2ccccc2c1=O`?
MT1-MMP act inh: 12; CSN inh: -1; Rpn11 block: inactive; NadD inh: 7; PABP1 MLLE inh: 2; SKN-1 inh: -11; FAS TE block: -4; Neddyl block: inactive; Rin1-Abl PPI inh: -2

How did COc1cccc(C(=O)C2CCCN(C3CCOCC3)C2)c1 (centres undefined) do in these assays?
MT1-MMP act inh: -3; CSN inh: -1; Rpn11 block: inactive; NadD inh: -5; PABP1 MLLE inh: 2; SKN-1 inh: 5; FAS TE block: -9; Neddyl block: inactive; Rin1-Abl PPI inh: 2

Results for Oc1ccccc1/C=N/NP(=S)(c1ccccc1)c1ccccc1 ?
MT1-MMP act inh: 2; CSN inh: -1; Rpn11 block: inactive; NadD inh: -7; PABP1 MLLE inh: -52; SKN-1 inh: -13; FAS TE block: 30; Neddyl block: inactive; Rin1-Abl PPI inh: 1

Results for CC1(C)CSC(=NCc2ccccc2)N1 ?
MT1-MMP act inh: -4; CSN inh: 1; Rpn11 block: inactive; NadD inh: -2; PABP1 MLLE inh: -66; SKN-1 inh: -8; FAS TE block: -3; Neddyl block: inactive; Rin1-Abl PPI inh: 2

How did O=C(CNC(=O)c1ccc(Br)cc1)Nc1ccc(Br)cc1C(=O)c1ccccc1 do in these assays?
MT1-MMP act inh: 2; CSN inh: 2; Rpn11 block: inactive; NadD inh: 1; PABP1 MLLE inh: 0; SKN-1 inh: 20; FAS TE block: 21; Neddyl block: inactive; Rin1-Abl PPI inh: 1

Results for Cc1ccc(CN2CCCN(Cc3ccccc3C)S2(=O)=O)cc1 ?
MT1-MMP act inh: 2; CSN inh: -5; Rpn11 block: inactive; NadD inh: -7; PABP1 MLLE inh: -5; SKN-1 inh: 19; FAS TE block: 23; Neddyl block: inactive; Rin1-Abl PPI inh: -1

What do the screens show for `O=C(NCC(c1cccnc1)N1CCN(c2ccccc2)CC1)Oc1ccccc1` (centres undefined)?
MT1-MMP act inh: 0; CSN inh: -2; Rpn11 block: inactive; NadD inh: 5; PABP1 MLLE inh: -1; SKN-1 inh: -4; FAS TE block: -3; Neddyl block: inactive; Rin1-Abl PPI inh: -2

Results for CN1C2CCC1CC(OC(=O)c1ccc(Cl)cc1)C2 (centres undefined) ?
MT1-MMP act inh: -3; CSN inh: -3; Rpn11 block: inactive; NadD inh: -9; PABP1 MLLE inh: -2; SKN-1 inh: 7; FAS TE block: -2; Neddyl block: inactive; Rin1-Abl PPI inh: -2

What do the screens show for `c1ccc(CNc2c3c(nc4ccccc24)CCC3)cc1`?
MT1-MMP act inh: 2; CSN inh: 2; Rpn11 block: inactive; NadD inh: -5; PABP1 MLLE inh: -10; SKN-1 inh: 11; FAS TE block: 2; Neddyl block: inactive; Rin1-Abl PPI inh: -3

What do the screens show for `CCN(CC)c1ccc(/C=C2/C(=O)NC(=O)N(Cc3ccco3)C2=O)cc1`?
MT1-MMP act inh: -44; CSN inh: 63*; Rpn11 block: inactive; NadD inh: 10; PABP1 MLLE inh: -144; SKN-1 inh: 42; FAS TE block: -10; Neddyl block: inactive; Rin1-Abl PPI inh: -3

Results for CC(=NCCN1CCOCC1)c1c(O)n(-c2ccccc2C)c(=O)[nH]c1=O ?
MT1-MMP act inh: -5; CSN inh: 3; Rpn11 block: inactive; NadD inh: 6; PABP1 MLLE inh: 8; SKN-1 inh: 17; FAS TE block: -6; Neddyl block: inactive; Rin1-Abl PPI inh: -4

Results for COCCCn1c(N)c(C(=O)OC(C)COC)c2nc3ccccc3nc21 (centres undefined) ?
MT1-MMP act inh: -3; CSN inh: -8; Rpn11 block: inactive; NadD inh: 1; PABP1 MLLE inh: 14; SKN-1 inh: 17; FAS TE block: -6; Rin1-Abl PPI inh: -4

What do the screens show for `CC1CN1P(=O)(Oc1ccc2ccccc2c1)N1CC1C` (centres undefined)?
MT1-MMP act inh: -3; CSN inh: 5; Rpn11 block: inactive; NadD inh: -8; PABP1 MLLE inh: -13; SKN-1 inh: 2; FAS TE block: -2; Neddyl block: inactive; Rin1-Abl PPI inh: 0

Results for CC(=O)O[C@@H]1CC[C@]2(C)C3CC[C@@]4(C)C(C[C@@H](O)[C@@H]4O)C3[C@@H](OC(C)=O)C[C@H]2C1 (some centres undefined) ?
MT1-MMP act inh: 0; CSN inh: 1; Rpn11 block: inactive; NadD inh: 2; PABP1 MLLE inh: 2; SKN-1 inh: 6; FAS TE block: 1; Neddyl block: inactive; Rin1-Abl PPI inh: 5

What do the screens show for `N/C(=N\N=C\c1ccc(O)cc1O)N[N+](=O)[O-]`?
MT1-MMP act inh: 3; CSN inh: 5; Rpn11 block: inactive; NadD inh: 5; PABP1 MLLE inh: -5; SKN-1 inh: -9; FAS TE block: -6; Neddyl block: inactive; Rin1-Abl PPI inh: 4

How did CC(C)N(CC(O)c1cccc([N+](=O)[O-])c1)C(C)C (centres undefined) do in these assays?
MT1-MMP act inh: 1; CSN inh: 4; Rpn11 block: inactive; NadD inh: 10; PABP1 MLLE inh: -19; SKN-1 inh: 8; FAS TE block: -9; Neddyl block: inactive; Rin1-Abl PPI inh: -4

Quoted from above, 4 compounds:
Results for Oc1ccccc1/C=N/NP(=S)(c1ccccc1)c1ccccc1 ?
MT1-MMP act inh: 2; CSN inh: -1; Rpn11 block: inactive; NadD inh: -7; PABP1 MLLE inh: -52; SKN-1 inh: -13; FAS TE block: 30; Neddyl block: inactive; Rin1-Abl PPI inh: 1

Results for CC1(C)CSC(=NCc2ccccc2)N1 ?
MT1-MMP act inh: -4; CSN inh: 1; Rpn11 block: inactive; NadD inh: -2; PABP1 MLLE inh: -66; SKN-1 inh: -8; FAS TE block: -3; Neddyl block: inactive; Rin1-Abl PPI inh: 2

How did O=C(CNC(=O)c1ccc(Br)cc1)Nc1ccc(Br)cc1C(=O)c1ccccc1 do in these assays?
MT1-MMP act inh: 2; CSN inh: 2; Rpn11 block: inactive; NadD inh: 1; PABP1 MLLE inh: 0; SKN-1 inh: 20; FAS TE block: 21; Neddyl block: inactive; Rin1-Abl PPI inh: 1

Results for Cc1ccc(CN2CCCN(Cc3ccccc3C)S2(=O)=O)cc1 ?
MT1-MMP act inh: 2; CSN inh: -5; Rpn11 block: inactive; NadD inh: -7; PABP1 MLLE inh: -5; SKN-1 inh: 19; FAS TE block: 23; Neddyl block: inactive; Rin1-Abl PPI inh: -1

Screening data (PubChem BioAssay)

An excerpt. The share of hits here may be higher or lower than overall.
